Bioassay records as filed in PubChem BioAssay.
Pf growth 96h – inhibits malaria parasite growth, 96 h; hit rate 6.9% among 320,000; Potency, µM (titrated, usually from 28.7 µM), without a hit: at the highest dose activity change, negative = inhibition, hits mostly inhibitors; P. falciparum luciferase reporter growth, 96 h
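P. falciparum expressing integrated firefly luciferase, in erythrocytes at 2% hematocrit, 0.05% parasitemia, incubated with compounds 96 h at 37 C, 5% CO2. Growth inhibition read as loss of luminescence; two-generation exposure targets delayed-death apicoplast inhibitors.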
Tb PYK inh – inhibitors of Trypanosoma brucei pyruvate kinase | Q57TT1 | TbPYK enzyme, Kinase-Glo Plus ATP luminescence, 45 min | Potency, µM (doses to about 76.8 µM), inactives show at the top dose activity, negative = inhibition, actives largely listed as inhibitors | hit rate 0.12% among 410,000 | AID 624173; note: nearly all actives have a fitted effect of over 50% in size
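T. brucei PYK with substrate was exposed to pin-transferred compounds across a concentration series, then started with 130 uM ADP (final). After 45 min at room temperature, Kinase-Glo Plus luminescence was read, normalized and curve-fitted.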
LmPK inh – LmPK (Leishmania mexicana) enzyme inhibition; Potency, µM (highest dose often 57.5 µM), for inactives: top-dose activity change, negative = inhibition, usual class: inhibitors; Q27686; purified LmPK, Kinase-Glo ATP luminescence, 1 h; AID 1721; hit rate 0.37% among 290,000
Target sequence (Q27686 whole entry, looked up): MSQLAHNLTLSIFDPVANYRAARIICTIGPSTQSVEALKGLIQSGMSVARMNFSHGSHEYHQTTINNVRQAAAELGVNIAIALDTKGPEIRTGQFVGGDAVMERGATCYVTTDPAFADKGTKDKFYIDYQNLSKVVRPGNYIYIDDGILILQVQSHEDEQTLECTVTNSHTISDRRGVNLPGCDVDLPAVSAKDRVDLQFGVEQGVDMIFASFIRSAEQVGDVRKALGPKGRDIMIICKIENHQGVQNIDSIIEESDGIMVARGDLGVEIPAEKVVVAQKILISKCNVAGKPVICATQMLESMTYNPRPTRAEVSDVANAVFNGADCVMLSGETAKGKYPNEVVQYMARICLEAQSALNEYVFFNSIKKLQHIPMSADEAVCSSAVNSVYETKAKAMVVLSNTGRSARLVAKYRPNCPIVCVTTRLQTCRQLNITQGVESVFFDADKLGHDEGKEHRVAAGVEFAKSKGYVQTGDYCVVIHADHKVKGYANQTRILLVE
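In 50 mM imidazole pH 7.2 with 7 mM MgCl2, LmPK (0.1 nM) turned over PEP (0.5 mM) and ADP (0.1 mM) for 1 h at room temperature. Luciferase read-out of ATP.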
Sm TGR block – blocks Schistosoma mansoni thioredoxin glutathione reductase. Q962Y6. purified TGR, DTNB reduction, TNB absorbance 405 nm. Potency, µM (series often up to 114 µM), for the others: at the highest dose activity change, negative = inhibition, hits mostly inhibitors. hit rate 3% among 360,000. AID 485364; note: nearly all actives have a fitted effect of over 60% in size
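First, TGR (20 nM dispensed) and NADPH were mixed with compound. Second, a 15 min room-temperature incubation followed. Third, further NADPH and then DTNB were added to start the reaction. Finally, TNB absorbance was monitored kinetically.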
HCV inhibitor – HCV inhibition | hit rate 3.4% among 340,000 | Potency, µM (top dose mostly 41.8 µM), for the others: at the top dose activity change, negative = inhibition, usual class: inhibitors | AID 651820 | Huh7.5.1 HCVcc-Cre infection, luciferase reporter, 44 h
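After 44 h co-culture of compound, cells and HCVcc-Cre (~0.5 moi), substrate is added for 15 min at room temperature and luciferase measured over 15 sec. Cells were seeded at 1,000/well and pre-cultured 4 h.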
Pf growth 48h – P. falciparum growth inhibition at 48 hours (one generation); P. falciparum luciferase growth in erythrocytes, 48 h; Potency, µM (top dose mostly 28.7 µM), for inactives: top-dose activity change, negative = inhibition, actives largely listed as inhibitors; hit rate 5.9% among 310,000; AID 504832
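A one-generation exposure of luciferase-tagged malaria parasites in RPMI 1640/Albumax erythrocyte culture, 37 C and 5% CO2. Inhibition is inferred from decreased luminescence after adding detection reagent.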
* = called active by the depositor; ? = inconclusive; nt = no result given; [ ] = remark or other dose. Calls come from the whole dose curve; as a rule, active = well fitted curve in the direction sought with a large enough effect; inconclusive = small, poorly fitted or top-dose-only effect, or another doubt; inactive = no such curve, though single readings can be large; an effect the other way counts as inactive or inconclusive. % is set by controls: 0 for no effect and ±100 for the full control effect; potency is the fitted concentration of half-maximal effect.

The opening 3 entries as a preview:
SMILES	Pf growth 96h	Tb PYK inh	LmPK inh	Sm TGR block	HCV inhibitor	Pf growth 48h
CCN(CC)C(=O)c1sc(NC(=O)c2ccc3c(c2)OCO3)c(C#N)c1C	nt	-9%	-1%	-2%	-9%	6%
Cc1ccc(S(=O)(=O)N2CCCN(Cc3nc4ccccc4c(=O)[nH]3)CC2)cc1	-14%	-1%	nt	45µM*	9%	?
CCc1c(O)nc(SCC(=O)Nc2ccccc2C)[nH]c1=O	nt	1%	-6%	1%	9%	-5%

The whole of this part, previewed entries included:
SMILES	Pf growth 96h	Tb PYK inh	LmPK inh	Sm TGR block	HCV inhibitor	Pf growth 48h
CCN(CC)C(=O)c1sc(NC(=O)c2ccc3c(c2)OCO3)c(C#N)c1C	nt	-9%	-1%	-2%	-9%	6%
Cc1ccc(S(=O)(=O)N2CCCN(Cc3nc4ccccc4c(=O)[nH]3)CC2)cc1	-14%	-1%	nt	45µM*	9%	?
CCc1c(O)nc(SCC(=O)Nc2ccccc2C)[nH]c1=O	nt	1%	-6%	1%	9%	-5%
COc1ccc(N2CCN(S(=O)(=O)c3ccc(-c4cc(C)no4)s3)CC2)cc1	19%	-7%	-1%	0%	30%	-6%
CCOC(=O)c1nc(-c2ccc(OC)c(OC)c2)no1	10%	-4%	-12%	2%	21%	11%
CC12CCC(=O)N1C(C(=O)N1CCN(c3cccc(Cl)c3)CC1)CS2 (stereo not given)	?	-3%	nt	-7%	19%	-26%
COc1ccccc1C1CCCN1Cc1nc(-c2cc3c(cc2Cl)OCO3)oc1C (stereo not given)	-13%	1%	7%	-3%	-20%	9.3µM*
COC(=O)c1ccccc1NC(=O)c1ccc2c(c1)CC(C)O2 (stereo not given)	?	-5%	-9%	5%	-29%	19%
O=C1NCCN1C(=O)c1ccco1	32%[activator]	2%	-7%	?	5%	9%
CSCCC1NC(=O)N(C(C)C(=O)Nc2cc(Cl)cc(Cl)c2)C1=O (stereo not given)	?	-26%	1%	1%	-10%	6%
COCCNC(=O)CN(CC1CCCO1)C(=O)CCC(=O)Nc1ccccn1 (stereo not given)	6%	-3%	-2%	-6%	5%	18%
Cc1ccc(NC(=O)CSCC(=O)NNC(=O)c2ccoc2C)cc1	33%[activator]	3%	nt	-5%	-23%	3%
O=C(CCN1C(=O)[C@@H]2Cc3ccccc3CN2C1=O)NCc1ccccc1	-23%	30%	1%	3%	4%	8%
O=C(O)CCc1nn2cc(-c3ccccc3)nc2[nH]c1=O	?	-22%	-25%	-11%	-5%	?
C/C(=N\Nc1ccc(Cl)cc1)c1ccncc1	?	0%	-11%	-31%	-2%	?
COc1ccc(-n2c(O)c(/C=C3\C=Nc4ccc(Br)cc43)c(=O)[nH]c2=O)cc1	13%	-9%	2%	?	4%	nt
Cc1ccc(S(=O)(=O)NCC(=O)OCC(=O)c2c(N)n(C)c(=O)n(C)c2=O)cc1	25%	9%	2%	4%	3%	22%
CC(C)N(C(=O)CSc1nc2ccccc2n1-c1ccccc1)C(C)C	?	-9%	3%	-7%	?	?
COc1ccc(NC(=O)c2cc(-c3ccco3)on2)cc1OC	49%[activator]	-5%	-3%	?	11µM*	40%[activator]
O=C(O)C1CCN(C(=O)CCN2C(=O)S/C(=C\c3ccccc3)C2=O)CC1	9%	-17%	0%	5%	23%	11%
O=C1NC2NC(=O)N(C(Cc3ccccc3)C(=O)O)C2N1 (stereo not given)	-10%	-13%	-2%	5%	18%	14%
O=C(N/N=C/c1sc(N2CCOCC2)nc1-c1ccccc1)c1cccc(S(=O)(=O)N2CCCC2)c1	?	7%	1%	9%	3.5µM*	?
COc1ccc(N(CC(=O)NCc2ccco2)C(=O)CNS(=O)(=O)c2ccc(Cl)cc2)cc1	2.1µM*	-9%	7%	?	3%	-11%
COc1ccc(Cc2nc(-c3cccs3)no2)cc1	22%	0%	2%	6%	10%	106%[activator]
CC(=O)N1c2ccc(S(=O)(=O)NCCC(=O)Nc3ccc(C)c(F)c3)cc2CC1C (stereo not given)	-4%	1%	1%	-8%	-3%	?
Cc1cccc(NC(=O)CN2C(=O)N/C(=C\c3ccc(N4CCOCC4)cc3)C2=O)c1	?	0%	-5%	4%	46%[activator]	45%[activator]
CN1CCC(=NNC(=O)CN(c2ccccc2)S(=O)(=O)c2ccccc2)CC1	18%	-9%	-5%	-1%	15%	14%
C[C@@H](OC(=O)N1CCCCC1)[C@H]1O[C@]2(C)CCCC[C@H]1O2	53%[activator]	-1%	nt	-3%	24%	39%[activator]
CCCC12CN3CC(C)(CN(C1)C3c1ccco1)C2=O (stereo not given)	105%[activator]	-2%	-1%	-25%	22%	15%
O=c1oc2ccccc2cc1-c1nc2ccccc2o1	2%	-5%	?	0%	27%	44%[activator]
O=C(CSc1nc2ccccc2c(=O)n1Cc1ccco1)NCc1ccco1	-3%	-1%	3%	40µM*	10µM*	?
N#Cc1cccc(C(=O)OCC(=O)NC(=O)NC2CCCCC2)c1	-15%	0%	nt	-2%	?	49%[activator]
Cc1ccc2[nH]ccc(=O)c2c1	-10%	0%	6%	4%	-19%[8.37 µM]	-4%
Cc1ccc(-c2cc(C(=O)N3CCN(C4CCS(=O)(=O)C4)CC3)c3ccccc3n2)cc1 (stereo not given)	147%[activator]	-1%	nt	-30%	10%	121%[activator]
Cc1cccn2c(=O)c(/C=C(\C#N)C(=O)NC3CCS(=O)(=O)C3)c(N3CCC(C(N)=O)CC3)nc12 (stereo not given)	-1%	8%	-4%	-6%	5%	-23%
CCCCc1cc(=O)oc2cc(C)cc(OC(C)C(=O)NCc3ccncc3)c12 (stereo not given)	?	-3%	8%	-16%	?	?
CC(=O)c1ccc(NC(=O)c2ccc3nc(C)sc3c2)cc1	31%[activator]	-1%	0%	7%	-26%	1%
NC(=O)c1ccsc1NC(=O)COc1ccccc1	nt	-5%	?	9%	5%	268%[activator]
CCc1ccc(OCCNC(=O)c2cccs2)cc1	nt	3%	4%	0%	1%	0%
CCC1(c2ccccc2)NC(=O)N(CC(=O)Nc2cc(S(=O)(=O)N3CCCCC3)ccc2N(C)C)C1=O (stereo not given)	?	7%	nt	4%	?	?
CCOc1cc(S(=O)(=O)N2CCCCCC2)ccc1F	?	-15%	2%	0%	?	nt
Cc1ccc(C(=O)Nc2nc(-c3cccnc3)cs2)o1	63%[activator]	-8%	-7%	-27%	9%	34%[activator]
Cc1cc(C)n2nc(C(=O)OCC(=O)N(C)C3CCS(=O)(=O)C3)nc2n1 (stereo not given)	-9%	-1%	nt	-2%	-7%	-10%
COC(=O)CCC/C=C1/SCC(NC(=O)c2ccccc2)C1=O (stereo not given)	9.3µM*	8%	10%	?	11%	nt
CC1(C)N=C(c2ccccn2)C(C)(C)N1O	nt	0%	-3%	-14%	9%	13%
Cc1cc(=O)[nH]c(SCC(=O)Nc2nc(-c3ccccc3)c(-c3ccccc3)o2)n1	81%[activator]	-3%	12%	-9%	3%	12%
COC(=O)c1ccc(NC(=O)CSc2nnnn2C2CCCCC2)cc1	17%	-1%	0%	-2%	0%	-11%
CCN(CC(=O)Nc1ccc(OC)cc1)C(=O)c1cc2c(s1)CCCCC2	44%[activator]	4%	nt	-4%	?	19%
Cn1cccc1C(C#N)(CC#N)c1cccc(F)c1C#N (stereo not given)	-8%	-3%	-3%	6%	12%	0%
CCOCCc1c(O)nc(SCC(=O)NCc2ccco2)[nH]c1=O	-9%	-2%	11%	0%	3%	-13%
Cn1nc(-c2ccc3c(c2)OCCO3)c2ccccc2c1=O	0%	-1%	-2%	-3%	-23%	29%
O=C(c1ccc(N2CN(C(=O)c3ccco3)c3nc4ccccc4nc32)cc1)N1CCOCC1	16%	7%	1%	-4%	-6%	?
Nc1nonc1C(=O)NCCNc1ccc([N+](=O)[O-])cn1	10%	0%	7%[11.5 µM]	-1%	4%	-20%
CC(C)(C)c1ccc(S(=O)(=O)NCC(=O)N2CCN(C(=O)c3ccco3)CC2)cc1	nt	0%	-5%	-26%	8%	-20%
CCN(CC(=O)Nc1ccc(NC(C)=O)cc1)C(=O)c1cccc(S(=O)(=O)N2c3ccccc3CC2C)c1 (stereo not given)	?	3%	nt	-3%	19%	?
CCCc1nnc(SCC(=O)Nc2nccs2)o1	8%	1%	-6%	-2%	4%	9.3µM*
COc1ccc(C(=O)CSc2nnc(-c3ccco3)n2CC2CCCO2)cc1 (stereo not given)	?	-11%	7%	21%	-2%	0%
OCCNC(=S)Nc1ccc(Cl)c(Cl)c1	?	-12%	-1%	-12%	0%	6%
COCCNC(=O)C(c1ccc(Cl)cc1)N(CCOC)C(=O)CCC(=O)Nc1nccs1 (stereo not given)	13%	2%	2%	nt	0%	-19%
COc1ccc2sc(C)[n+](C)c2c1	?	-21%	4%	4%	13%	10%

Going on with the list.
SMILES	Pf growth 96h	Tb PYK inh	LmPK inh	Sm TGR block	HCV inhibitor	Pf growth 48h
CCc1ccc(-c2cc3c(=O)n(CC(=O)NCc4ccccc4F)ncn3n2)cc1	?	-3%	-11%	1%	14%	45%[activator]
CC(=O)c1cc(N2CCOCC2)ccc1[N+](=O)[O-]	42%[activator]	6%	5%	?	13%	45%[activator]
CSCCCN1CC[C@@H](N2CCN(c3ccccc3F)CC2)[C@H](O)C1	?	-6%	-1%	-5%	4%	-11%
CCc1ccc(C(=O)COC(=O)CCc2nc3ccccc3c(=O)[nH]2)cc1	12%	-4%	-1%	3%	-3%	12%
COc1ccc(NS(=O)(=O)c2cccc(C(=O)NNC(=O)COc3ccccc3)c2)cc1	30%[activator]	2%	nt	-5%	2%	78%
COC(=O)c1c(C)n(Cc2ccco2)c2ccc(O)cc12	nt	-11%	-6%	?	?	19%
O=C(O)c1cccc(CSc2nnc(-c3cccnc3)o2)c1	?	0%	-2%	-1%	13%	-18%
COc1ccc(NC(=S)NNC(=O)Cn2nc(C(F)F)cc2C(F)F)cc1	2%	-14%	1%	0%	33%[activator]	3%
CC(NC(=O)COc1ccccc1)C(=O)N1CCN(c2ccccc2)CC1 (stereo not given)	?	3%	nt	-12%	8%	?
O=C(CSc1nc2ccccc2c(=O)n1-c1ccccc1)N1CCc2ccccc2C1	2.6µM*	2%	2%	-7%	13µM*	?
Nc1cc(OC(=O)c2ccc(F)cc2)nn1S(=O)(=O)c1ccc(F)cc1	-58%	0%	2%	-27%	-7%	12%
COc1ccc(OC)c2[nH]c(=O)c(CCNC(=O)C(=O)c3c[nH]c4ccccc34)cc12	?	1%	-2%	3%	?	0%
CC(=O)NC(Cc1ccc(C(C)C)cc1)C(=O)NC1CCN(c2nc(C)cc(C)n2)CC1 (stereo not given)	-1%	0%	-3%	4%	23%	?

Compound profiles, from the list above.
Listed for `COc1ccc(NC(=S)NNC(=O)Cn2nc(C(F)F)cc2C(F)F)cc1` → Pf growth 96h: 2%; Tb PYK inh: -14%; LmPK inh: 1%; Sm TGR block: 0%; HCV inhibitor: 33%[activator]; Pf growth 48h: 3%
Listed for `CSCCCN1CC[C@@H](N2CCN(c3ccccc3F)CC2)[C@H](O)C1` → Pf growth 96h: ?; Tb PYK inh: -6%; LmPK inh: -1%; Sm TGR block: -5%; HCV inhibitor: 4%; Pf growth 48h: -11%
Listed for `CC(=O)c1cc(N2CCOCC2)ccc1[N+](=O)[O-]` → Pf growth 96h: 42%[activator]; Tb PYK inh: 6%; LmPK inh: 5%; Sm TGR block: ?; HCV inhibitor: 13%; Pf growth 48h: 45%[activator]
